P. falciparum M17LAP – P. falciparum M17LAP inhibitors, primary screen, biochemical, fluorogenic H-Leu-NHMec substrate, 1536-well (AID 1619). recombinant M17LAP, H-Leu-NHMec fluorogenic kinetic assay; higher % means a stronger effect. one-dose inhibition, % at 30 µM; IC50 in µM for titrated hits. actives 0.38% (n = 220,000);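 active = compound inhibiting the enzyme by more than half at any dose during confirmatory dose-response retesting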;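 note: plate controls were full reaction with DMSO carrier for no effect and no enzyme background for full effect; strong numbers were not always called active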
PMI inhibition – human PMI inhibitors, high substrate, primary screen, biochemical, fluorescence intensity, high mannose 6-phosphate (AID 1220). recombinant PMI enzyme, coupled fluorescence intensity; higher % means a stronger effect. actives 0.66% (n = 190,000). one-dose inhibition, % at 20 µM; IC50 in µM for titrated hits
WT yeast gro inh – growth inhibition of WT yeast, mitochondrial fusion screen | mitochondrial fusion phenotypic screen, WT strain | inhibition, % at 10 µM | actives 2.1% (n = 190,000); in the data active = inhibition above about 58%; tested in S. cerevisiae
LYP phosphatase – inhibitors of LYP phosphatase, biochemical, fluorescence intensity, uHTS (AID 1779); recombinant LYP phosphatase, fluorescence intensity; higher % means a stronger effect; inhibition, % at 11.5 µM, or IC50 in µM where a hit was titrated; actives 0.054% (n = 290,000);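 note: plate controls were vehicle with enzyme for no effect and no enzyme for full effect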
M1AAP inhibition – P. falciparum M1AAP inhibitors, biochemical, fluorogenic H-Leu-NHMec substrate, 1536-well (AID 1445). actives 0.42% (n = 220,000). recombinant M1AAP, H-Leu-NHMec fluorogenic kinetic assay; higher % means a stronger effect. inhibition, % at 30 µM, or IC50 in µM where a hit was titrated;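 active = primary inhibition above the hit cutoff, then over 50% inhibition at one or more dose response concentrations, cut at about 23% in these data, passing the limit was not always enough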;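 note: plate controls were DMSO full reaction for no effect and no enzyme background for full effect; strong numbers were not always called active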
PMI inhibitors – MPI enzyme activity inhibition – biochemical, fluorescence intensity, coupled assay, primary screen (AID 1209); purified PMI enzyme, coupled fluorescence intensity; higher % means a stronger effect; one-dose inhibition, % at 20 µM; IC50 in µM for titrated hits; actives 0.42% (n = 190,000);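 note: plate controls were DMSO vehicle for no effect and wells lacking substrate for full effect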
XIAP antagonists – small molecules displacing peptide from XIAP – biochemical, IAP family, fluorescence polarization (AID 1018); displacement, % at 20 µM, or IC50 in µM where a hit was titrated; XIAP BIR domain, fluorescence polarization peptide displacement; higher % means a stronger effect; actives 0.007% (n = 200,000); in the data active = displacement above about 50%; note: a part of the inactive calls stands beside numbers as strong as those of hits
TNAP activation fold – human TNAP enzyme activators, primary screen, biochemical, luminescent, no phosphate acceptor, uHTS (AID 1001). activation fold at 20 µM; hits with a dose series show EC50 in µM. purified TNAP, luminescent activation assay, no phosphate acceptor; higher activation fold means a stronger effect. actives 0.03% (n = 200,000); in the data active = activation fold from about 3, or a potency from the dose series; inactive = the rest, 99 in 100 with activation fold below about 1.6; note: many of its hits are not listed in these tables
Yfh1-depleted yeast – mitochondrial function rescue without frataxin homolog – Friedreich's ataxia, plus single-dose screen, dose response (AID 1465) | S. cerevisiae Yfh1-off respiration, WST-1 reduction, 72 h; higher fold induction means a stronger effect | fold induction at 50 µM; hits with a dose series show EC50 in µM | actives 0.074% (n = 220,000);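 active = fold induction of absorbance versus untreated yeast above a set limit, then at least 30% activation at any dose in follow-up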;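 note: activators that raise dye reduction in frataxin-depleted yeast; strong numbers were not always called active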
WT yeast gro inh mutant strain – second read-out of WT yeast gro inh, no call of its own (marks repeat the call); inhibition, %; mitochondrial fusion phenotypic screen, mutant strain inhibition
Active calls of the source: *; i = inactive; . = not tested or not shown. Cut-off read from the data, not from the text of the source, unless noted: active = inhibition above about 50%; inactive = the rest. This is a random part of the collection. Share with any hit: about 3.7%.

SMILES	P. falciparum M17LAP	PMI inhibition	WT yeast gro inh	WT yeast gro inh mutant strain	LYP phosphatase	M1AAP inhibition	PMI inhibitors	XIAP antagonists	TNAP activation fold	Yfh1-depleted yeast
CN(C)C(=O)N1CCC(C(=O)NC2CCCCCCC2)CC1	-4%	-1%	-3	-23	-3%	0%	-4%	-4.2%	1	i
Cc1ccc2c(c1)N(CCC(=O)NCc1cccs1)C(=O)C(C)O2 (stereo not given)	5%	-3%	-5	6	-5%	4%	0%	-3.4%	1.1	i
O=C(O)CCCC(=O)Nc1ccc(Br)cc1	22%	-9%	14	20	-4%	4%	-11%	-0.7%	1	i
N#Cc1ccccc1NC(=O)CSc1ccc([N+](=O)[O-])cn1	2%	-159%	-9	8	-5%	2%	-79%	-7.3%	1.1	i
O=C(c1ccccn1)N1N=C2/C(=C/c3ccc(F)cc3)CCCC2C1c1ccc(F)cc1 (stereo not given)	6%	14%	74*	18*	2%	1%	24%	-4.8%	0.9	i
Cc1cc2nnc(SC(C)C#N)n2c2ccccc12 (stereo not given)	10%	-25%	-1	-5	-6%	1%	-20%	-6.2%	1	i
CC(C)C(c1nnnn1C(C)(C)C)N1CCC(Cc2ccccc2)CC1 (stereo not given)	-8%	-3%	73*	-1.7*	-1%	0%	-15%	.	1	i
CSc1nc(Cc2ccc(Cl)cc2)nc2ccccc12	-1%	-5%	10	2	2%	5%	0%	-4.6%	1.1	i
CCOC(=O)c1ccc(CSc2nnc(C)n2N)o1	-1%	-6%	18	23	-6%	-3%	-5%	-3.9%	1.1	i
COc1ccc(Oc2nc(SC)nc3ccccc23)cc1	5%	7%	0	7	-8%	6%	4%	-1.2%	1.1	i
CCN(CC)Cc1c(NC(=O)c2ccccc2)sc(C)c1C	3%	-5%	26	-5	-6%	0%	-5%	-5.3%	1.1	i
CCOc1ccc2nc(NC(=O)NC3CCCCC3)sc2c1	2%	6%	-6	3	-7%	0%	6%	-2.7%	1.1	i
Cc1ccccc1CSCc1nc2ccccc2[nH]1	3%	-4%	56	40	-10%	-4%	-4%	-4.8%	1.6	i
O=C(OCC(=O)c1ccc(S(=O)(=O)N2CCCC2)cc1)C1=COCCO1	-2%	-6%	8	1	6%	4%	-4%	0.1%	1.1	i
O=C(CNS(=O)(=O)c1ccc(Cl)cc1)N/N=C/c1ccco1	-15%	-4%	5	-3	-4%	4%	3%	-8.4%	1.1	i
CCOC(=O)C1(Cc2ccccc2)CCN(Cc2cc(=O)c3ccccc3[nH]2)CC1	-7%	12%	-1	-7	-1%	1%	0%	-8.9%	1.1	i
COc1ccc(-c2c(C)nn3c(N4CCC(C(=O)NCCN(C)C)CC4)cc(C)nc23)cc1OC	6%	6%	-1	11	0%	8%	10%	-4.6%	1.1	i
Cc1onc(NC(=O)c2ccc([N+](=O)[O-])o2)c1Br	10%	.	.	.	-9%	1%	.	.	.	i
O=C(Cn1nnc(-c2ccncc2)n1)Nc1ccc2c(c1)CCC2	22%	16%	-20	-7	0%	5%	14%	-12%	1.1	i
COc1ccc(Cn2c(C3CC3)nc3ccc(NC(C)=O)cc3c2=O)cc1	11%	-5%	24	33	-6%	-4%	-7%	-8.6%	1	i
Oc1ccc(NCc2cccc(OCc3ccc(F)cc3)c2)cc1	-2%	51%*	15	10	-7%	11%	24%	-3.9%	1	i
COc1ccccc1CCN=C(N)NS(=O)(=O)c1cccs1	0%	14%	-5	-3	-2%	-6%	6%	3.0%	1.1	i
S=c1[nH]nc(Cc2cccs2)n1-c1ccccc1Cl	3%	-5%	1	17	-1%	-2%	28%	-7.4%	0.9	i
FC(F)(F)c1cccc(NC(=S)NNC(=S)Nc2cccc(C(F)(F)F)c2)c1	0%	.	.	.	3%	-1%	.	.	.	i
COc1ccc(NC(=O)Nc2cccc(C)n2)cc1	-2%	5%	-2	1	-3%	8%	9%	-7.4%	1.1	i
COc1ccc(NC(=S)NCCCc2ccccc2)cc1	8%	8%	18	14	-3%	3%	7%	-2.5%	1	i
N#Cc1nc(COc2ccccc2F)oc1N1CCCCCC1	0%	10%	-9	17	2%	17%	10%	-0.7%	1.1	i
Cc1cc(NC(C)C)n2c(nc3ccccc32)c1C#N	-31%	38%	-2	-4	-16%	-3%	12%	-7.5%	1.1	i
CCn1c(=O)c(C(=O)Nc2ncccc2C)c(O)c2ccccc21	10%	7%	59*	47*	-2%	0%	10%	-3.6%	1	i
COc1ccc2nc(C)c(C(=O)NN)cc2c1	-9%	16%	-20	6	-8%	4%	8%	-2.4%	1.1	i

A different layout for some results above.
smiles: Cc1ccc2c(c1)N(CCC(=O)NCc1cccs1)C(=O)C(C)O2 (stereo not given)
  P. falciparum M17LAP: 5%
  PMI inhibition: -3%
  WT yeast gro inh: -5
  WT yeast gro inh mutant strain: 6
  LYP phosphatase: -5%
  M1AAP inhibition: 4%
  PMI inhibitors: 0%
  XIAP antagonists: -3.4%
  TNAP activation fold: 1.1
  Yfh1-depleted yeast: i
smiles: O=C(O)CCCC(=O)Nc1ccc(Br)cc1
  P. falciparum M17LAP: 22%
  PMI inhibition: -9%
  WT yeast gro inh: 14
  WT yeast gro inh mutant strain: 20
  LYP phosphatase: -4%
  M1AAP inhibition: 4%
  PMI inhibitors: -11%
  XIAP antagonists: -0.7%
  TNAP activation fold: 1
  Yfh1-depleted yeast: i
smiles: N#Cc1ccccc1NC(=O)CSc1ccc([N+](=O)[O-])cn1
  P. falciparum M17LAP: 2%
  PMI inhibition: -159%
  WT yeast gro inh: -9
  WT yeast gro inh mutant strain: 8
  LYP phosphatase: -5%
  M1AAP inhibition: 2%
  PMI inhibitors: -79%
  XIAP antagonists: -7.3%
  TNAP activation fold: 1.1
  Yfh1-depleted yeast: i

New compounds follow.
SMILES	P. falciparum M17LAP	PMI inhibition	WT yeast gro inh	WT yeast gro inh mutant strain	LYP phosphatase	M1AAP inhibition	PMI inhibitors	XIAP antagonists	TNAP activation fold	Yfh1-depleted yeast
COc1ccc(CNC(=O)COC(=O)c2ccc(OCc3c(C)noc3C)cc2)cc1OC	0%	8%	1	6	4%	12%	14%	-1.5%	1.1	i
CCOC(=O)c1c(C)c(C(=O)NCc2cccnc2)c(C)n1C	6%	-1%	7	3	-7%	-3%	0%	-7.1%	1.1	i
COc1ccc(C)cc1NC(=O)CN(c1ccc(F)cc1)S(C)(=O)=O	7%	-1%	7	18	-5%	2%	-6%	-0.8%	1.1	i
CSC(=Nc1ccccc1)C1=C(O)COC1=O	7%	-77%	17	5	-5%	0%	-43%	-7.6%	1.1	i
COC(=O)c1ccc(C2CC(=O)Nc3cc(OC)c(OC)cc32)cc1 (stereo not given)	1%	-4%	-5	-9	-5%	-1%	4%	-4.1%	1.1	i
COC(=O)c1ccc(C(=O)OC)c(NC(=S)N2CCC(N3CCCCC3)CC2)c1	4%	10%	-17	7	-6%	2%	10%	-4.9%	1.1	i
Nc1cc(N)cc(-c2nc3ccccc3[nH]2)c1	9%	-27%	-15	-15	-4%	3%	-8%	-2.0%	1.1	i
CCOC(=O)N1CCN(C(=O)/C(=C/c2ccc(OC)cc2)NC(=O)c2ccccc2)CC1	15%	8%	7	5	-5%	-4%	13%	-1.9%	1.1	i
CCOc1nc(NCCN2CCOCC2)nc(Nc2ccc(C)cc2)n1	10%	9%	7	0	-8%	-2%	11%	-2.8%	1.1	i
c1cncc(-c2nc(NCc3ccc4c(c3)OCO4)c3ccccc3n2)c1	4%	.	.	.	-4%	5%	.	.	.	i
Cc1c(C(=O)Nc2ccc3oc(-c4cccnc4)nc3c2)oc2ccccc12	4%	-3%	-12	-26	-14%	4%	-2%	-6.9%	1.1	i
CCOC(=O)C1(CCOc2ccccc2)CCN(Cc2cccs2)CC1	0%	-1%	9	15	-6%	-1%	4%	-8.8%	1	i
O=C(CC1CCS(=O)(=O)C1)Nc1ccc[nH]c1=O (stereo not given)	-4%	20%	-7	-11	-12%	0%	24%	-4.7%	1.1	i
Nc1ccc(N2CCN(CCCCN3C(=O)C4CCCN4C3=O)CC2)cc1 (stereo not given)	43%	22%	-20	-6	-25%	6%	-8%	1.5%	1	i
O=C(O)c1ccccc1NCN1C(=O)C2CC=C(Cl)CC2C1=O (stereo not given)	-4%	17%	-4	4	-12%	3%	7%	-4.5%	1	i
CCOC(=O)C(Sc1n[nH]c(N)n1)c1ccccc1 (stereo not given)	-6%	-10%	-1	4	-2%	4%	-8%	0.3%	1.2	i
CCN(CC(=O)Nc1ccc(NC(C)=O)cc1)C(=O)c1n[nH]c(=O)c2ccccc12	3%	-7%	4	11	-12%	9%	-13%	-4.0%	1.1	i
Cc1noc(NS(=O)(=O)c2ccc(NC(=O)c3ccc(N4C(=O)c5ccccc5C4=O)cc3)cc2)c1C	18%	-4%	0	21	0%	-1%	-12%	-4.4%	1.2	i
O=C(NC1CCCCCC1)C(=S)N1CCCC1	0%	0%	8	7	-3%	5%	5%	-4.0%	1.1	i
Nc1nnc(-c2ccccc2Cl)s1	4%	-6%	-11	-6	4%	-1%	-14%	-1.3%	1.1	i
c1ccc(CN2CCOCCOCCOCC2)cc1	1%	.	.	.	-6%	-2%	.	.	.	i
Cc1ccc2c(n1)sc1c(-c3ccccc3)c(C#N)c(N)nc12	-10%	21%	-3	18	-8%	4%	8%	-6.9%	1	i
CCc1cc(C(c2ccc(OC)c(OC)c2)N2CCOCC2)c(NC(=O)c2ccccc2)s1 (stereo not given)	-6%	-6%	-3	-6	1%	3%	-6%	-2.1%	1	i
CC1(C(=O)NCc2ccccn2)C=CCN1C(=O)c1ccccc1 (stereo not given)	-12%	3%	-14	-12	-4%	6%	2%	-13%	1	i
O=C(O)CN1C(=O)Nc2ccc(Br)cc2C1c1ccccc1 (stereo not given)	-11%	0%	-7	4	-3%	12%	-2%	-7.1%	1.1	i
CC(/C=C/c1ccccc1)=N\NC(N)=S	25%	4%	18	15	-5%	21%	9%	-0.1%	1	i
CN1C(=O)c2ccc(C(=O)NCc3ccc4c(c3)OCO4)cc2C1=O	3%	-7%	-14	-14	-2%	3%	-10%	-4.2%	1.1	i
Fc1ccc(OCc2nn3cnnc3s2)cc1	1%	4%	18	20	-5%	0%	3%	-1.2%	1.1	i
C=CCn1c(C(C)NC(=O)COC)nc2ccccc21 (stereo not given)	5%	2%	-6	-5	-1%	14%	-1%	-6.9%	1.1	i
CCn1cc(C(=O)NCc2ccccc2OC)c(=O)c2cc(S(=O)(=O)N(C)C)ccc21	11%	14%	3	-3	4%	8%	17%	-19%	1	i
CN(Cc1ccccc1)C(=O)Nc1ccccc1	3%	10%	5	6	-4%	0%	11%	-3.5%	1.1	i
CCC(C)[C@H]1CNC(=O)C(=O)N1CCCc1cc(OC)c(OC)c(OC)c1 (stereo not given in full)	11%	.	.	.	-4%	5%	.	.	.	i
CCOC(=O)c1cnc2sccn2c1=O	-6%	-2%	14	11	2%	13%	0%	-0.6%	1.1	i
NNC(=S)Nc1c(F)cc(F)cc1Br	8%	.	.	.	-4%	11%	.	.	.	i
N#Cc1ncc(-c2ccc3c(c2)OCCOCCOCCOCCO3)nc1C#N	-7%	8%	19	2	-4%	5%	6%	-7.4%	1.2	i

Screens as filed in PubChem.
